High-throughput results from PubChem BioAssay.
AT treatment = potential ataxia-telangiectasia treatments restoring KAP-1 phosphorylation; […] A-T fibroblasts, KAP-1 phosphorylation AlphaLISA; neocarzinostatin DNA damage 30 min before lysis; Potency, µM (top dose mostly 57.5 µM), for inactives: at the top dose activation, usual class: activators; actives 0.19% (n = 320,000); also: potency is read from the fitted curve at half-maximal effect; % of control where 0% means no effect; nearly all actives have a fitted effect of over 45% in size
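ATM-like activity read as KAP-1 phosphorylation via AlphaLISA donor/acceptor antibody pairs after lysis and 6 hr at 25C. Cells were ATM-null patient fibroblasts ([…], hTERT), dosed 60 min, then exposed to the DSB inducer NCS for 30 min.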
MBNL1 CUG block = blocks human MBNL1 binding to CUG repeat RNA; Potency, µM (series often up to 57.5 µM), without a hit: at the highest dose activity change, negative = inhibition, most hits filed as inhibitors; Q9NR56; TR-FRET MBNL1-His/biotin-(CUG)12 binding, 665/545 ratio; AID 2675; actives 0.036% (n = 280,000); active = well fitted inhibition curve with a large enough effect in the signal ratio, with a control signal flat, not every such curve was filed as active; inconclusive = small, poorly fitted or top-dose-only effect, or effect the other way, or a change in a side signal; inactive = no such curve, though single readings can be large or run the other way; the % refers to the signal ratio; also: potency is read from the fitted curve at half-maximal effect; % is scaled to controls: 0 for no effect and ±100 for the full control effect
Target sequence (Q9NR56 whole entry, looked up): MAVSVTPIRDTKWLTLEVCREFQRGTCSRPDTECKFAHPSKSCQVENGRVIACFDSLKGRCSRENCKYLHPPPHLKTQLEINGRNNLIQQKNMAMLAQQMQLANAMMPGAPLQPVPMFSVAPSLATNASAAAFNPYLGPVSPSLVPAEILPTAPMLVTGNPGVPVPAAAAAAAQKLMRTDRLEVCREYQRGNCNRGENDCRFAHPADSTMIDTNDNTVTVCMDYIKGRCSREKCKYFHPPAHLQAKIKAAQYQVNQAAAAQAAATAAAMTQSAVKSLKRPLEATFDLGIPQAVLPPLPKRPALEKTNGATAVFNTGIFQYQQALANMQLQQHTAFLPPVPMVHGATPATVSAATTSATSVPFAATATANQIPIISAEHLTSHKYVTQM
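Compound titration spanned 92 nM–58 uM against the MBNL1-His/biotin-(CUG)12 complex. After 60 min at room temperature with 5 nM streptavidin-XL665 and 0.055 ng/ul terbium anti-His, ratiometric 665/545 nm emission (Ex 340 nm) normalized to controls.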
TCR activator = activators of T cell receptors; primary human leukocytes, anti-CD3, IL-2 HTRF, 48 h; Potency, µM (top dose mostly 9.22 µM), inactives show at the top dose activation of IL-2 secretion, actives largely listed as activators; 330,000 tested, under 10 active; AID 504894; also: % of control where 0% means no effect
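Human primary leukocytes + a-CD3 beads + cpd, 48 hr; IL-2 in supernatant by HTRF (ex 320nm / em 665nm). No co-stimulatory signal supplied.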
TSHR antag = blocks TSH signaling through the human TSH receptor. P16473. TSHR-expressing cells, TSH-stimulated cAMP HTRF, 2 h; active compounds read low. activity change, negative = inhibition, % at 11.5 µM. actives 0.2% (n = 330,000). AID 504810;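 active = activity change below a set negative limit, meaning inhibition stronger than a set level, cut at about -70% in these data; inconclusive = activity change between two set negative limits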; also: % is scaled to controls: 0 for no effect and ±100 for the full control effect
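Freshly harvested TSHR cells receive pin-tooled compound, then EC80 TSH at 4nM final. After 2 hours at 37 deg C, antibody in lysis buffer and cAMP-d2 are added; 30 minutes at ambient temperature precede the HTRF read.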
a7 integrin act = activates integrin-mediated alleviation for muscular dystrophy; Potency, µM (doses to about 38.3 µM), inactives show top-dose activation, hits mostly activators; AID 624291; actives 0.064% (n = 350,000); alpha7betagal myoblasts, beta-gal FDG fluorescence, 48 h;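 also: potency is read from the fitted curve at half-maximal effect; 100% = response of the positive control SU9516; nearly all actives have a fitted effect of over 60% in size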
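Alpha7betagal+/- myoblasts (passage 13) were plated 16-24 hr, then exposed to compounds (1:260 dilution of DMSO stock) for 48 hours at 37C. After MPER lysis, β-galactosidase reporter activity was read as FDG fluorescence (ex 480/em 540) after 30 minutes.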
S-ASM inh = human S-ASM enzyme inhibition | P17405 | placental ASM, HMU-PC fluorogenic substrate, 60 min | Potency, µM (titrated, usually from 57.5 µM), for the others: top-dose activity change, negative = inhibition, actives largely listed as inhibitors | actives 0.006% (n = 340,000); also: potency is read from the fitted curve at half-maximal effect
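Human placenta-derived ASM enzyme was preincubated with compound for 10 minutes at room temperature, then given fluorogenic substrate HMU-PC0 (9 uM final) for 60 minutes at 37 °C; a pH 10 stop preceded fluorescence reading at Ex 386/Em 447 nm.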
Mito fusion yeast = inhibitors of mitochondrial division or activators of mitochondrial fusion; S. cerevisiae fusion-defective mutant growth rescue, CellTiterGlo 48 h; Potency, µM (top dose mostly 46.1 µM), for inactives: top-dose growth rescue (activation), usual class: activators; actives 0.23% (n = 320,000); AID 485298;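 also: potency is read from the fitted curve at half-maximal effect; % of control where 0% means no effect; nearly all actives have a fitted effect of over 45% in size; temperature-sensitive fusion mutants such as fzo1-1 at 37 °C on non-fermentable ethanol glycerol medium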
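Compounds are tested for their ability to restore growth of mitochondrial fusion-defective yeast strains at non-permissive 37C in YPEG medium over 48 hours. Viability is quantified by luciferase luminescence.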
MLL CXXC-DNA inh = blocks binding of human MLL CXXC domain to DNA. MLL-CXXC / FITC-HOXA9 DNA fluorescence polarization. Potency, µM (top dose mostly 115 µM), without a hit: at the highest dose activity change, negative = inhibition, actives largely listed as inhibitors. actives 0.037% (n = 290,000); active = well fitted inhibition curve with a large enough effect in the polarisation, with a control signal flat, not every such curve was filed as active; inconclusive = small, poorly fitted or top-dose-only effect, or effect the other way, or a change in a side signal; inactive = no such curve, though single readings can be large or run the other way; the % refers to the polarisation; also: potency is read from the fitted curve at half-maximal effect
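Steps: dispense CXXC domain solution (7 uM) → pin compounds or unlabeled HOX-A9 DNA control → 5 min ambient → add FLSN-HOX-A9 solution (50 nM) → spin → 30 min ambient → fluorescence polarization. Tris pH 7.5/NaCl/DTT/BSA buffer.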
PTAP TSG101 blk = blocks PTAP/TSG101 interaction to inhibit HIV-1 budding | Q99816 | Fluorescence polarization, FITC-PTAP peptide / Tsg101 binding | Potency, µM (series often up to 115 µM), inactives show at the top dose activity change, negative = inhibition, most hits filed as inhibitors | 340,000 tested, under 10 active | AID 493005; active = well fitted inhibition curve with a large enough effect in the main read-out, with a control signal flat, not every such curve was filed as active; inconclusive = small, poorly fitted or top-dose-only effect, or effect the other way, or a change in a side signal; inactive = no such curve, though single readings can be large or run the other way; also: potency is read from the fitted curve at half-maximal effect; % of control where 0% means no effect
Target sequence (Q99816 whole entry, looked up): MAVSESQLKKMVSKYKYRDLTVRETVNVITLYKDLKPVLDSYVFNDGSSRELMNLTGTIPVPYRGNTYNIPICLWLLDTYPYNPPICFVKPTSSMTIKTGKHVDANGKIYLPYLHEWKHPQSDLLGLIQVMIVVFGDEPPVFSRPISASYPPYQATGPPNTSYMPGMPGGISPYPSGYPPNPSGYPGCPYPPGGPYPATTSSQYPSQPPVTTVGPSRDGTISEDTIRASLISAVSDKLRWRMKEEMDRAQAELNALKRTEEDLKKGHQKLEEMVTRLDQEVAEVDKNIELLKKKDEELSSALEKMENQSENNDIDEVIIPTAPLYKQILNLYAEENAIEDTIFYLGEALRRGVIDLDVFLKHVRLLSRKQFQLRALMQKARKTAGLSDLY
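FP read-out: FITC-PTAP peptide, 50 nM final, binding Tsg101 binding domain, 10 uM final; 20 min, r.t.; 10 mM HEPES pH 7.5, 0.15 M NaCl, 0.01% Tween 20, 3 mM EDTA, 0.1 mM TCEP.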
Menin MLL FP TR = inhibitors of human menin-MLL interaction, mutant MLL peptide | O00255 | Menin + Texas Red MLL mutant peptide, fluorescence polarization | Potency, µM (highest dose often 61.6 µM), for inactives: at the top dose FP activity change, negative = inhibition, usual class: inhibitors | actives 0.23% (n = 270,000) | AID 1768; active = well fitted inhibition curve with a large enough effect in the polarisation, with a control signal flat, not every such curve was filed as active; inconclusive = small, poorly fitted or top-dose-only effect, or effect the other way, or a change in a side signal; inactive = no such curve, though single readings can be large or run the other way; the % refers to the polarisation; also: potency is read from the fitted curve at half-maximal effect; % of control where 0% means no effect; many of its hits are not listed in these tables
* = called active by the depositor; ? = inconclusive; . = not tested or not shown; & = joins results of further samples; [ ] = remark or other dose. Unless noted, calls follow the shape of the dose curve; as a rule, active = well fitted curve in the direction sought with a large enough effect; inconclusive = small, poorly fitted or top-dose-only effect, or another doubt; inactive = no such curve, though single readings can be large; an effect the other way counts as inactive or inconclusive. The list is partial; rates above refer to the full screens.

SMILES | AT treatment | MBNL1 CUG block | TCR activator | TSHR antag | a7 integrin act | S-ASM inh | Mito fusion yeast | MLL CXXC-DNA inh | PTAP TSG101 blk | Menin MLL FP TR
COC(=O)Cn1c(=NC(=O)CSCC(=O)Nc2cc(C)on2)sc2ccccc21 | -3% | -13% | 0% | -5 | -18% | 1% | 1% | 6% | -5% | .
CCc1ccc(S(=O)(=O)NCc2cccnc2)cc1 | 13% | 5% | -2% | 1 | 24% | 4% | 1% | -5% | -3% | 6%
COc1ccc(CCNC(=O)C2CCCN(S(=O)(=O)N3CC(C)CC(C)C3)C2)cc1OC (stereo not drawn) | -2% | -2% | 3% | -1 | -20% | 6% | -4% | 3% | -2% | -17%
CC(=O)c1oc2ccccc2c1NC(=O)CCCN1C(=O)c2ccccc2C1=O | -6% | -14% | -6% | -7 | 18% | -3% | 2% | 22% | 1% | 9%
CCOc1ccc(N2C(=O)S/C(=C\c3cccn3C)C2=O)cc1 | 0% | 30% | 0%[46.1 µM] | -23 | -37% | 0% | 1% | 2% | 6% | -20%
CC1(C)C2CC[C@]3(C)C(CC=C4[C@@H]5C[C@@](C)(CO)[C@@H]6C[C@@]5(CC[C@]43C)C(=O)O6)[C@@]2(C)CC[C@@H]1O (stereo partly drawn) | . | . | 5% | . | 7% | -1% | . | . | -2% | .
COc1ccc(/C=C2/C(=O)N=C3SCCN32)cc1 | -5% | 10% | 1% | -5 | -17% | 1% | -1% | 1% | 0% | 3%
COc1cc(OC)nc(Oc2ccccc2C(=O)Oc2ccc(Cl)cc2)n1 | ? | 10% | -2% | -18 | 14% | -4% | 1% | -5% | -9% | 25%
COc1cc(Cl)c(CNC[C@H]2O[C@@H](n3cnc4c(N)ncnc43)[C@H](O)[C@@H]2O)c(Cl)c1O | 9% | . | -9%[46.1 µM] | 4 | 0% | -2% | . | . | -7% | .
CCS(=O)(=O)N1CCN(C(=O)c2cccc(OC)c2)CC1 | 7% | -4% | 2% | -6 | 23% | 2% | -3% | 9% | 4% | 1%
CCc1ccc(N2CC(C(=O)OCc3csc(CC(=O)Nc4ccccc4C)n3)CC2=O)cc1 (stereo not drawn) | 3% | . | -8% | -20 | 32% | 1% | 1% | . | -6% | .
CCOCC(=O)N1CCC(Cc2ccccc2)CC1 | 2% | -4% | -3% | 0 | -6% | 0% | 0% | 0% | 0% | 8%
CCN(CC#CCC1(O)c2ccccc2-c2ccccc21)C(C)C | -2% | -6% | -3% | -32 | 22% | 6% | -1% | -8% | -8% | -8%
Cc1ccc(S(=O)(=O)N2CCOCC2)cc1C(=O)NCc1ccccc1CN1CCCC1 | 2% | . | 13% | 4 | -7% | 4% | 1% | . | 0% | .
CSCCC(NS(=O)(=O)c1ccccc1)C(=O)OCc1nc2ccsc2c(=O)[nH]1 (stereo not drawn) | -3% | . | -5% | 15 | 11% | 1% | -4% | . | -2% | .

Reprinted at random: 2 entries already listed.
SMILES | AT treatment | MBNL1 CUG block | TCR activator | TSHR antag | a7 integrin act | S-ASM inh | Mito fusion yeast | MLL CXXC-DNA inh | PTAP TSG101 blk | Menin MLL FP TR
COc1ccc(/C=C2/C(=O)N=C3SCCN32)cc1 | -5% | 10% | 1% | -5 | -17% | 1% | -1% | 1% | 0% | 3%
COc1ccc(CCNC(=O)C2CCCN(S(=O)(=O)N3CC(C)CC(C)C3)C2)cc1OC (stereo not drawn) | -2% | -2% | 3% | -1 | -20% | 6% | -4% | 3% | -2% | -17%

(cont.)
SMILES | AT treatment | MBNL1 CUG block | TCR activator | TSHR antag | a7 integrin act | S-ASM inh | Mito fusion yeast | MLL CXXC-DNA inh | PTAP TSG101 blk | Menin MLL FP TR
O=C(Nc1cccc(Cl)c1)c1nc[nH]c1C(=O)N1CCc2ccccc2C1 | -11% | . | 3% | -15 | 4% | 3% | -13% | . | 0% | .
COc1ccc(CNC(=S)Nc2cccc(C)c2)cc1 | -1% | -2% | 4% | -3 | -13% | -3% | -2% | 2% | 0% | 18%
Cc1ccc([N+](=O)[O-])cc1N=C(c1cccc([N+](=O)[O-])c1)N1CCOCC1 | -4% | 20% | -7% | 9 | 14% | -1% | -1% | -2% | -3% | .
COC(=O)C1=C(C)NC(C)=C(C(=O)OCCN(C)Cc2ccccc2)C1c1cccc([N+](=O)[O-])c1 (stereo not drawn) | -10% | -12% | 6% | -19&-3 | . | -3% | ? | -8%&3% | -5% | 38%&12%&36%&2%[activator]
Cc1ccc(C(=O)Nn2cnnc2)cc1Cl | 7% | -1% | 6% | 1 | -25% | 3% | 0% | 11% | 0% | 12%
Cc1ccc(-n2ncc3c(=O)n(CC(=O)N4CCN(c5ccccc5)CC4)cnc32)cc1 | 4% | 1% | . | -11 | -31% | 3% | 0% | 1% | -1% | -5%
CCOC(=O)c1cnc2ccc(Br)cc2c1NCCO | . | 3% | -11% | . | -2% | 1% | -3% | 0% | 0% | 13%
CCC(=O)NC(Nc1nc2ccc(C)cc2s1)(C(=O)OC)C(F)(F)F (stereo not drawn) | -1% | -1% | -6% | -6 | 6% | -1% | 4% | 3% | -2% | 3%
COc1ccccc1OCC(=O)NCc1nc(-c2ccccc2)no1 | 0% | -2% | -1% | 8 | 14% | 1% | 8% | 5% | 0% | ?
CN(C)S(=O)(=O)c1cccc(NC(=O)CNC2CCCCC2)c1 | 1% | -10% | 0% | -8 | -23% | 0% | -4% | 3% | -1% | .
C=CCOc1c(CNc2ccc3[nH]c(=O)[nH]c3c2)cccc1OC | -10% | -5% | 3% | 8 | -1% | 0% | -6% | 4% | -8% | -9%
COc1ccc(C2CC(=O)C3=C(C2)NC(C)=C(C(=O)Nc2ccccc2C)C3c2coc3ccc(C)cc3c2=O)cc1OC (stereo not drawn) | -3% | 0% | 5% | 10 | 0% | -2% | -13% | -1% | -14% | 13%
CC(=O)NS(=O)(=O)c1ccc(NC(=O)C(C)NS(=O)(=O)/C=C/c2ccccc2)cc1 (stereo not drawn) | 0% | . | . | -8 | 16% | -2% | . | . | -6% | .
CCCCN(C(=O)c1oc2ccc(OCC)cc2c1C)c1c(N)n(CC(C)C)c(=O)[nH]c1=O | -3% | . | 4% | 1 | -24% | 38%[activator] | -4% | . | -1% | .
C#CCOCCOCCOCCNc1nc(N2CCN(C(=O)[C@H](CCC(=O)O)n3cc(C(N)[C@H](C)CC)nn3)CC2)nc(N2CCN(C(=O)[C@H](Cc3cc4ccccc4[nH]3)n3cc(C(N)[C@H](C)CC)nn3)CC2)n1 (stereo partly drawn) | 2% | -11% | . | 7 | . | . | -2% | -22% | . | -20%
CCC(=O)Nc1nc(C)c(Oc2ccccc2)c(=O)[nH]1 | 3% | 1% | 0% | 15 | 17% | 0% | 3% | 3% | -2% | -1%
COc1ccc(S(=O)(=O)N2CCN(C(=O)C3COc4ccccc4O3)CC2)cc1 (stereo not drawn) | 6% | . | 7% | 0 | -36% | -3% | -1% | . | -2% | .
COc1ccc(-c2nc(NC(=O)C3CC(=O)N(Cc4ccco4)C3)sc2C)cc1 (stereo not drawn) | -1% | . | -4% | -20 | -42% | -9% | 0% | . | -8% | .
Cc1ccc(C(=O)N2CCCC(C(F)(F)F)C2)cc1S(=O)(=O)N1CCOCC1 (stereo not drawn) | -3% | . | -2% | 12 | 17% | 2% | 1% | . | -4% | .
CNS(=O)(=O)c1cccc(C(=O)OCC(=O)NC2CCCC2)c1 | -2% | -2% | 6% | 2 | -3% | 0% | -25% | -8% | -5% | 8%
Cc1noc(C)c1COc1ccccc1C(=O)N(C)CC(=O)Nc1ccc(F)c(F)c1F | 2% | . | -3% | 17 | 11% | 1% | -3% | . | -1% | .
CN1C(=S)SC(N2OC3C(=O)N(c4ccccc4)C(=O)C3C2c2ccccc2)C1(C)C (stereo not drawn) | -1% | -6% | -2%[46.1 µM] | 0 | . | . | -1% | 20% | . | 7%

In another format: entries from further up.
Results follow in this order: AT treatment, MBNL1 CUG block, TCR activator, TSHR antag, a7 integrin act, S-ASM inh, Mito fusion yeast, MLL CXXC-DNA inh, PTAP TSG101 blk, Menin MLL FP TR
Cc1noc(C)c1COc1ccccc1C(=O)N(C)CC(=O)Nc1ccc(F)c(F)c1F
→ 2%, ., -3%, 17, 11%, 1%, -3%, ., -1%, .
CNS(=O)(=O)c1cccc(C(=O)OCC(=O)NC2CCCC2)c1
→ -2%, -2%, 6%, 2, -3%, 0%, -25%, -8%, -5%, 8%
